MT stabilize HCS: microtubule stabilization, imaging screen. HeLa tubulin immunostaining HCS, 24 h; share of cells brighter than vehicle mean+2SD. 200,000 tested, 0.83% active. AID 2205. % tubulin-high responders, % at 10 µM;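 active = plate Z-score above 3 for both tubulin-high and condensed-nucleus cell shares, with cell loss under 80%, at 10 µM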;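 note: anti alpha tubulin signal scored within the nucleus-defined area of each cell; some results filed as inactive read as strong as hits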
Autophagy HCS: autophagy modulation, high-content screen; MEF GFP-LC3 puncta imaging; test concentration mostly 10 µM; calls only at 10 µM (by protocol); 190,000 tested, 0.98% active; AID 463193;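 active = percentage of spot-positive cells more than 3 SD above its plate mean, without a fluorescence outlier flag or 80% toxicity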;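 note: spot-positive cell cutoff set from DMSO-treated cells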
T cell HTS: T cell immune modulators affecting CD8 T cell-vesicle binding | 2C CD8+ T cell-vesicle binding, flow cytometry; stronger effect = lower value | AID 2052 | 330,000 tested, 0.068% active | calls only at 7 µM;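 active = response, share of CD8 T cells binding vesicles, and their 90th percentile fluorescence all below set limits, cut at about 80% in these data, passing the limit was not always enough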
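Read-out – percent CD8+ FL2 mean versus row control · System – murine 2C transgenic CD8+ T lymphocytes · Times – 1.5 h cell–vesicle binding at 37 °C, then 20 min icy labelling · Control set – naked vesicles low, QL9 vesicles with vehicle high · Detection – cytometric PE anti-B7-1 and Alexa647 anti-CD8 signals after 1% paraformaldehyde fixation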
CSM14.1 death rescue: rescue of cells from ER stress-induced death, primary screen, 384-well, CSM14.1, thapsigargin, ATP luminescence (AID 1222); CSM14.1 thapsigargin-induced death rescue, ATP luminescence; higher % means a stronger effect; one-dose cellular ATP content (survival), % at 20 µM; EC50 in µM for titrated hits; 190,000 tested, under 10 active;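 active = EC50 below 50 µM in the dose-response confirmation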;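 note: death triggered by thapsigargin at about 15 µM added after 2 h compound pretreatment; cell ATP read after overnight thapsigargin exposure of roughly 18 to 22 hours; normalized against plate controls of thapsigargin alone and 5% DMSO vehicle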
bCat nuc transl: alters nuclear translocation of beta-catenin in HeLa cells; 190,000 tested, 0.3% active; immunofluorescence imaging; nuclear translocation activity, % at 5 µM;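 active = nuclear translocation activity above 50% at 5 µM, with a well cell count of 50 or more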;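 note: per-cell ratio of nuclear to cytoplasmic median beta-catenin stain intensity; plate controls were DMSO negative control for no effect and GSK-3 inhibitor IX positive control for full effect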
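Test system: human HeLa cells, native beta-catenin. Compound dosing: 5 µM primary single dose, 0.1% DMSO, 0.02–20 µM confirmation series. Incubation: compound exposure 24 h at 37°C. Detection: beta-catenin immunostaining with DAPI counterstain, 20x imaging, 6 fields/well. Read-out basis: Nuclear/cytoplasmic beta-catenin signal ratio, % activation.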
Dynein transport: blocks dynein driven cargo transport along microtubules; AID 1381; 220,000 tested, 0.47% active; 3617.4 mouse cells, GR-EGFP nuclear translocation imaging; test concentration mostly 20 µM; stimulated with dexamethasone, 1 µM; stronger effect = lower value; z-score, hits read low;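 active = plate z-score of nuclear minus cytoplasmic receptor signal below a set negative limit, without overly bright fluorescence or cell loss, cut at about -3.5 in these data, passing the limit was not always enough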;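 note: z-score of nuclear minus cytoplasmic ring GR-EGFP intensity difference per well; some compounds called inactive have numbers as strong as hits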
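Buffer or medium: Induction medium lacking tetracycline, stripped serum | Also added: Dexamethasone agonist, 1.0 µM final, for 30 min | Timing: 48 h induction, 1 h compound, 30 min dex at 37 °C | Detection: Formaldehyde fixation, Hoechst nuclear stain, 10x automated fluorescence imaging | Measure: Nuclear versus cytoplasmic GR-EGFP signal, averaged per well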
Salmonella PhoP GFP: PhoP-dependent GFP reporter repression – Salmonella Typhimurium, primary screen (AID 1863); S. Typhimurium PhoP-regulated promoter GFP reporter, 4 h; higher % means a stronger effect; inhibition, % at 50 µM; hits with a dose series show IC50 in µM; 300,000 tested, 0.16% active;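 active = inhibition over 29.93%, a cutoff 3 SD above the screen mean, later confirmed by dose response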;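 note: 0% = low Mg2+ inducing control and 100% = high Mg2+ repressing control; strong numbers were not always called active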
Hep lipid drop: hepatic lipid droplet formation modulation | inhibition, % at 6.5 µM | AID 1656 | 240,000 tested, 0.4% active | AML12 mouse hepatocytes, oleate lipid droplets, BODIPY imaging;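 active = lipid droplet intensity inhibited by at least 50%, with more than 500 cells counted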
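Material: mouse AML12 hepatocyte cell line, fixed after treatment; Timing: compound with oleate, overnight; Technique: high-content imaging of BODIPY-stained droplets and DAPI nuclei; Probe or stimulus: oleate, 100 µM final; Dosing: compound at 6.5 µM only.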
Ins promoter up: MIN6 insulin promoter up-regulation; 190,000 tested, 0.3% active; z-score at 5 µM; MIN6 insulin promoter-GFP reporter, high-content imaging; stronger effect = higher value;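 active = z-score above 3 at 5 µM with at least 500 cells counted in the well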
Dynein transport cytoplasmic EGFP: second read-out of Dynein transport, no call of its own (marks repeat the call); z-score; measured here: cytoplasmic GR-EGFP intensity; stronger effect = higher value
Dynein transport nuclear GR-EGFP: recorded beside Dynein transport, whose call it bears; z-score; measured here: nuclear GR-EGFP intensity;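 lower value marks the stronger effect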
Dynein transport cell count: second read-out of Dynein transport, no call of its own (marks repeat the call); z-score; measured here: cell count per field
Ins promoter up cell count: second read-out of Ins promoter up, no call of its own (marks repeat the call); cell count; measured here: cytotoxicity, nuclei count;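 total cells summed across four imaged fields per well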
Hep lipid drop cells 6.5 µM: also measured in Hep lipid drop; calls as there; cell count; measured here: cell count, cytotoxicity flag;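 cells counted across two imaged fields per well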
bCat nuc transl cell count 5 µM: also measured in bCat nuc transl; calls as there; cell count; measured here: cell count, cytotoxicity flag
T cell HTS vesicle-bound %: recorded beside T cell HTS, whose call it bears; double positive events, %; measured here: CD8+ vesicle-bound cell fraction;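 binding gate set so that unloaded-vesicle control wells show 10% double positive cells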
MT stabilize HCS Hoechst-high %: further read-out of MT stabilize HCS, marked with its call; % Hoechst-high responders; measured here: nuclear condensation Hoechst responders;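 share of cells brighter than vehicle mean plus two SD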
MT stabilize HCS cytotoxicity %: also measured in MT stabilize HCS; calls as there; toxicity, %; measured here: cytotoxicity by cell density;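 0% = mean cell density of plate MIN control wells and 100% = no cells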
Autophagy HCS cell loss 18 h: also measured in Autophagy HCS; calls as there; toxicity, %; measured here: cell loss, nuclei count;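 cell loss after 18 h compound exposure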
* hit, by the source's call; i = inactive; x = not tested or not shown.

SMILES	MT stabilize HCS	MT stabilize HCS Hoechst-high %	MT stabilize HCS cytotoxicity %	Autophagy HCS	Autophagy HCS cell loss 18 h	T cell HTS	T cell HTS vesicle-bound %	CSM14.1 death rescue	bCat nuc transl	bCat nuc transl cell count 5 µM	Dynein transport	Dynein transport cytoplasmic EGFP	Dynein transport nuclear GR-EGFP	Dynein transport cell count	Salmonella PhoP GFP	Hep lipid drop	Hep lipid drop cells 6.5 µM	Ins promoter up	Ins promoter up cell count
COc1ccc(-c2nnc(NC(=O)c3ccc(S(=O)(=O)N4CCc5ccccc5C4)cc3)o2)cc1	5.6	1.3	8.1	i	12.0	i	43.8	1.0%	-0.2	940	0.976	-0.297	-0.0188	0.356	17.0%	x	x	0.21	1441
O=C(Nc1cccc(NC(=O)c2ccc(-c3ccc(Br)cc3)o2)c1)c1ccccc1	17.6*	12.8*	14.7*	i	43.6	i	57.7	-2.0%	-4.0	1242	0.162	-0.217	0.713	-0.146	-0.5%	9.9	815	0.08	976
O=C(NNc1nc2ccc(Cl)cc2s1)c1cc(-c2cccs2)nc2ccccc12	5.4	1.2	29.7	i	0.7	i	26.3	-4.3%	-0.1	513	-0.249	-0.253	0.538	0.516	-0.1%	-24.5	685	-0.84	1224
Cc1ccc(N2CC(C(=O)NCCc3ccc(S(N)(=O)=O)cc3)CC2=O)cc1 (stereo unspecified)	2.8	2.4	18.7	i	4.6	i	42.6	-0.8%	x	x	-0.102	-0.258	0.0839	0.617	3.5%	1.1	720	-0.28	1284
O=C(NNC(=O)C(Cl)Cl)c1cnn(-c2ccccc2)c1C(F)(F)F	x	x	x	x	x	i	54.7	x	0.1	1284	0.0766	-0.313	-0.031	0.569	-5.7%	-3.0	733	-0.11	1023
Cc1c(NC(=O)C(=O)/C=C(\O)c2ccc(Br)cc2)c(=O)n(-c2ccccc2)n1C	2.5	3.2	7.9	i	8.0	i	31.2	-1.2%	-5.3	1131	0.201	-0.191	0.0971	-0.362	-18.7%	7.1	522	-0.78	1419
CCOc1ccc(NC(=O)CC2C(=O)N(c3ccccc3)C(=O)N2Cc2ccccn2)cc1 (stereo unspecified)	1.4	2.2	9.0	i	13.3	i	25.9	-3.3%	-7.1	1245	1	0.359	0.444	-2.14	3.0%	9.9	829	x	x
CCn1c(-c2csc(-c3ccc(Cl)cc3)n2)n[nH]c1=S	1.8	1.0	5.5	i	30.0	i	45.0	2.6%	2.1	1054	0.0403	-0.245	0.228	0.655	1.0%	-14.6	744	0.96	932
COc1ccc(/C=C/C(=O)N2CCN(c3ccccc3)CC2)cc1S(=O)(=O)N1CCOCC1	3.8	2.6	6.1	i	3.7	i	15.8	-1.1%	-0.2	1106	-0.204	-0.276	0.336	-0.286	0.8%	1.6	663	-0.43	1132
O=S(=O)(c1cccc2cccnc12)N1CCc2ccccc21	5.5	2.6	7.0	i	12.6	i	56.9	-0.1%	-2.1	713	-0.0502	-0.23	0.171	0.183	-1.4%	x	x	0.52	1579
O=C1CC(C(=O)Nc2ccc(Cl)cc2)n2ncnc2N1 (stereo unspecified)	1.9	2.6	10.6	i	-9.9	i	10.8	0.0%	-5.0	1108	0.939	-0.156	0.405	-0.129	-1.3%	4.8	697	-0.17	1331
O=C(Cn1c(=O)n(-c2ccc(F)cc2)c(=O)c2sccc21)N1CCCC1	2.1	2.2	0.9	i	6.7	i	40.0	0.7%	-3.1	996	1.99	-0.0996	1.3	-1.45	-8.0%	x	x	0.81	1606
COCCNC(=O)/C(C#N)=C/c1cc(Br)c(O)c(OC)c1	5.0	3.8	8.2	i	-1.2	i	64.6	-1.5%	-1.4	1102	-0.859	-0.174	-0.114	-0.158	-5.1%	-8.6	702	-0.07	1255
CCN(CC)S(=O)(=O)c1ccc(N2CCOCC2)c(NC(=O)COc2ccc(C#N)cc2)c1	x	x	x	x	x	i	27.4	x	0.6	1335	0.379	-0.236	0.199	0.461	-5.4%	1.1	721	-1.41	953
CCOc1ccc(NC(=O)CCC(=O)c2ccc(-c3ccccc3)cc2)cc1	1.6	1.4	6.8	i	-1.0	i	41.1	1.2%	0.3	990	-0.349	-0.189	-0.0026	0.413	-11.3%	-6.3	639	-0.61	1254
O=C(c1ccccc1Sc1ccccc1[N+](=O)[O-])N1CCCCC1	2.8	3.2	4.4	i	16.3	i	38.5	0.1%	-3.3	915	-0.386	-0.285	-0.225	0.714	-5.3%	-7.4	665	0.83	1331
Cc1cccc(C(=O)N2CCN(c3ccc([N+](=O)[O-])c(N4CCOCC4)c3)CC2)c1	2.5	1.8	8.7	i	9.6	i	40.9	-0.8%	-1.6	1359	0.0305	-0.21	-0.135	0.327	5.3%	x	x	-0.37	1633
CCCC(CCC)=NNc1ccc(S(=O)(=O)Nc2ccccc2OC)cc1[N+](=O)[O-]	2.3	1.7	7.4	i	-8.8	i	40.2	-1.6%	0.5	943	-0.0819	-0.311	-0.455	0.15	3.5%	33.7	668	-0.66	1326
Cc1cc2c3c(c1)C(C)(c1ccccc1)CC(C)(C)N3C(=O)C21C(C#N)=C(N)OC2=C1C(=O)CC(C)(C)C2 (stereo unspecified)	3.4	0.7	12.2	i	-6.2	i	38.8	1.9%	x	x	0.0443	0.129	-0.176	-0.132	0.1%	5.3	744	x	x
CCSCCNC(=O)c1cc(-n2cnnc2)ccc1Cl	2.7	1.3	5.4	i	-1.6	i	49.9	-4.2%	-0.8	1189	1.58	-0.0739	0.505	-1.77	-10.1%	-6.1	771	0.4	1383
Cc1ccc(OCCn2c(=S)[nH]c3c(N)ncnc32)cc1	3.9	1.8	3.3	i	6.4	i	44.0	-1.2%	-1.0	996	-0.641	-0.288	-0.259	-0.00288	-5.4%	8.3	708	0.93	1059
COC(=O)c1cn(NC(=O)Cc2ccccc2OC)c(=O)c2ccccc12	4.8	2.2	10.0	i	-6.3	i	37.7	-0.9%	2.9	1040	0.063	-0.088	-0.0922	-0.87	5.1%	-0.3	671	0.45	1021
CC(C)OC(=O)CSc1ncnc2c1cnn2Cc1ccccc1	3.7	4.4	7.7	i	-20.3	i	9.0	-0.9%	-4.9	926	0.427	-0.3	0.32	-0.267	-7.2%	x	x	-0.13	1138
CCOc1ccc(-c2[nH]ncc2-c2csc(C)n2)c(O)c1	6.9	1.6	7.8	i	-1.0	i	56.7	0.1%	2.8	1006	-0.956	-0.264	-0.709	0.503	0.8%	8.9	662	-0.06	1442
Cc1ccc(Nc2ncnc3c2oc2ccccc23)cc1	2.4	2.1	4.9	i	1.2	i	25.2	-0.7%	x	x	-1.35	-0.214	-0.82	1.21	-9.1%	2.1	747	0.19	759
Further entries.
SMILES	MT stabilize HCS	MT stabilize HCS Hoechst-high %	MT stabilize HCS cytotoxicity %	Autophagy HCS	Autophagy HCS cell loss 18 h	T cell HTS	T cell HTS vesicle-bound %	CSM14.1 death rescue	bCat nuc transl	bCat nuc transl cell count 5 µM	Dynein transport	Dynein transport cytoplasmic EGFP	Dynein transport nuclear GR-EGFP	Dynein transport cell count	Salmonella PhoP GFP	Hep lipid drop	Hep lipid drop cells 6.5 µM	Ins promoter up	Ins promoter up cell count
O=S(=O)(c1ccccc1)c1nc(-c2ccco2)oc1NCc1ccccc1	1.4	1.0	21.2	i	0.8	i	7.1	-1.2%	x	x	0.519	-0.249	0.129	-0.00765	8.7%	6.0	745	-0.37	971
O=C(Nc1nccs1)c1cccc(N2C(=O)C3C4C=CC(C4)C3C2=O)c1 (stereo unspecified)	3.1	2.5	4.5	i	2.6	i	45.2	7.5%	x	x	1.08	0.638	0.317	-1.18	9.2%	8.9	750	-0.41	1319
CCCOc1ncnc2c1sc1nc3c(cc12)COC(C)(C)C3	1.1	1.4	4.8	i	-0.8	i	31.1	0.3%	-1.5	1025	-0.206	-0.349	-0.161	1.85	-1.2%	-5.3	680	0.27	1173
S=c1nc(-c2sccc2OCc2ccc(Cl)cc2Cl)[nH][nH]1	6.0	2.4	4.2	i	8.8	i	53.4	0.7%	0.2	1037	0.652	-0.362	0.571	0.386	2.5%	x	x	0.44	1097
O=C(NNC(=S)NC1CC2CCC1C2)c1ccc(Cl)cc1 (stereo unspecified)	x	x	x	x	x	i	35.2	x	-1.4	1151	-0.862	-0.114	-0.645	2.33	-6.1%	4.3	684	0.72	1452
CCc1nnc(NC(=O)CSc2nnc(Cc3cccn3C)n2CCOC)s1	4.2	4.6	15.0	i	1.5	i	32.8	-0.7%	-3.0	1221	-0.896	-0.226	-0.261	0.659	7.2%	9.0	758	0.88	1224
O=C(Cn1c(-c2cncs2)nc2ccccc21)NC1CCCC1	5.6	2.9	1.8	i	-10.4	i	15.7	x	0.0	1036	-0.148	-0.198	-0.168	0.0385	-9.6%	-1.1	604	-0.03	1226
CCOC(=O)C(CSCC(=O)c1ccc(Cl)cc1)NC(=O)OC(C)(C)C (stereo unspecified)	3.4	1.9	3.3	i	3.0	i	57.4	-3.7%	-4.7	1217	-0.983	-0.295	-0.663	0.808	6.5%	5.1	796	x	x
